Assay outcomes (PubChem BioAssay)
RmlCD inh mix – RmlC and RmlD coupled enzyme inhibitors, primary screen, biochemical, 384-well, compound mixtures, retest. inhibition, % at 5.5 µM. hit rate 0.39% among 110,000. RmlC/RmlD coupled enzyme inhibition, 384-well mixture HTS; in the data active = inhibition above about 30%, passing the limit was not always enough; inconclusive = no clear call, values can overlap the other calls; note: strong numbers were not always called active
RT RNaseH block – HIV-1 RT RNase H inhibitors, primary screen, biochemical, fluorescence | Gag-Pol polyprotein (Human immunodeficiency virus type 1 group M subtype B (isolate … | RT-RNase H RNA/DNA duplex cleavage | inhibition, % at 10 µM | hit rate 1.9% among 65,000 | AID 565, 2006; in the data active = inhibition above about 50%
* marks the source's active call; other numbers are inactive results; ? = inconclusive; / = not tested or not shown. Some of the compounds tested, so the mix of outcomes need not match the whole.

SMILES	RmlCD inh mix	RT RNaseH block
Cc1cc(C)nc(N(C#N)Cc2cccc3ccccc23)n1	-14	/
C=CCSc1nnc2c(n1)[nH]c1c(C)cccc12	1	0
CC(=O)Nc1ccc(S(=O)(=O)NCCc2csc(C)n2)cc1	7	-9
Cc1cc(S(=O)(=O)N2CCCC2C(=O)N2CCOCC2)c(C)cc1Cl (centres undefined)	-3	/
CC(=O)Nc1ccc(S(=O)(=O)Nc2nc3ccccc3nc2Sc2nncn2C)cc1	9	1
COc1ccccc1NC(=O)CN1CCN(Cc2ccccc2)CC1	-10	-13
Cc1ccc(CN(C(=O)c2cc3ccccc3oc2=O)C2CCS(=O)(=O)C2)cc1 (centres undefined)	-17	/
CCOc1ccc(NC(=O)CS(=O)CC(=O)NC2CCCc3ccccc32)cc1 (centres undefined)	6	-31
COc1ccc(C(c2nnnn2C2CCCCC2)N2CCN(c3ccccc3F)CC2)cc1 (centres undefined)	-9	10
CCCCC(=O)NC(Nc1ccc(C)cn1)(C(=O)OCC)C(F)(F)F (centres undefined)	-7	-4
CCn1nc(C(=O)N[C@@H](CCSC)c2nc3ccccc3[nH]2)c2ccccc2c1=O	-6	/
O=C(Cn1nnc(-c2ccccc2F)n1)Nc1ccc(C(=O)N2CCOCC2)cc1	-15	-1

The list goes on; it opens with the 4 that closed the last part.
SMILES	RmlCD inh mix	RT RNaseH block
COc1ccc(C(c2nnnn2C2CCCCC2)N2CCN(c3ccccc3F)CC2)cc1 (centres undefined)	-9	10
CCCCC(=O)NC(Nc1ccc(C)cn1)(C(=O)OCC)C(F)(F)F (centres undefined)	-7	-4
CCn1nc(C(=O)N[C@@H](CCSC)c2nc3ccccc3[nH]2)c2ccccc2c1=O	-6	/
O=C(Cn1nnc(-c2ccccc2F)n1)Nc1ccc(C(=O)N2CCOCC2)cc1	-15	-1
CCOC(=O)c1ccc(NC(=O)COc2ccc(S(=O)(=O)NC(C)CC)cc2)cc1 (centres undefined)	-7	/
N#Cc1ccccc1Cn1cc(C(=O)c2ccco2)c2ccccc21	-8	-35
COc1ccccc1NC(=S)NNC(=O)c1nn(C)c(C)c1Cl	-26	/
Cc1ccc(-c2nn(-c3ccccc3)cc2/C=N/NC(=O)CSc2nnc(C)n2-c2ccccc2)cc1	16	/
CCOC(=O)CN1C(=O)C2(OCCCO2)c2ccccc21	-10	17
N=c1c(C(=O)NCc2ccco2)cc2c(=O)n3ccccc3nc2n1Cc1ccc(Cl)cc1	-164	47
CCCN(CCC)CCCNC(=O)CS(=O)Cc1nc(-c2ccc(OC)c(OC)c2)oc1C (centres undefined)	5	-1
CCSC(C)CC1C/C(=N/O)c2c(C)noc2C1 (centres undefined)	121	-14
Cc1cc(C)c2c(N)c(S(=O)(=O)Cc3ccccc3)sc2n1	/	39
CN1CCN(CCNC(=O)Nc2ccccc2C(F)(F)F)CC1	-12	1
CCOC(=O)c1cnn(-c2nc(SC)nc3sc4c(c23)CCCC4)c1N	33	/
Cn1nc(-c2ccccc2)c2nc3ccccc3nc21	-12	-44

In another format: 4 of the compounds above.
Results follow in this order: RmlCD inh mix	RT RNaseH block
- CCOC(=O)CN1C(=O)C2(OCCCO2)c2ccccc21
  -10	17
- CCSC(C)CC1C/C(=N/O)c2c(C)noc2C1 (centres undefined)
  121	-14
- Cc1cc(C)c2c(N)c(S(=O)(=O)Cc3ccccc3)sc2n1
  /	39
- Cc1ccc(-c2nn(-c3ccccc3)cc2/C=N/NC(=O)CSc2nnc(C)n2-c2ccccc2)cc1
  16	/

Remaining list, next part:
SMILES	RmlCD inh mix	RT RNaseH block
O=c1c(O)c(-c2ccc3c(c2)OCO3)oc2ccccc12	3	4
O=C(O)CCCCCCNS(=O)(=O)c1ccccc1	7	/
O=C(CN1CCC(NC(=O)c2ccccc2F)CC1)NCc1ccc(F)cc1	-6	/
Cc1ccc(C(=O)CSc2nc3ccccc3c(=O)[nH]2)cc1	4	/
CCOC(=O)c1cn2nc(-c3ccc(OCC)cc3)cc2nc1C1CCN(C(=O)OC(C)(C)C)CC1	-41	/
c1ccc(CCN2CCC(N3CCN(c4ccccc4)CC3)CC2)cc1	-5	-2
Nc1c(C(=O)NC2CCCC2)c2nc3ccccc3nc2n1N	4	3
CCC(C)N(C(=O)COC(=O)c1[nH]c(C)c(C(C)=O)c1C)C1CCS(=O)(=O)C1 (centres undefined)	6	-8
CSC1=NCCN1C(=O)Cc1ccc(F)cc1	0	-7
CC(=O)N1c2c(cc(Br)cc2S(=O)(=O)N2CCOCC2)CC1C (centres undefined)	-2	-9
O=C(NC1=NCCS1)C1CC2CCC1C2 (centres undefined)	-1	3
N#Cc1ccc(-c2ccc(Cl)cc2)nc1Oc1ccc(F)cc1	-49	/
COC(=O)Cn1nc(-c2ccccc2)c2cc(Cl)ccc21	-12	/
CCOc1ncccc1C(=O)OCC(=O)c1ccc[nH]1	-4	-48
COc1ccccc1NC(=S)NC(=O)C(C)C	-7	/
COc1cc2[nH]cc(C(=O)NCCc3ccccc3)c(=O)c2cc1OC	13	/
Cc1ccc(-n2c(C)nc3c(cnn3-c3ccc(C)c(C)c3)c2=O)cc1C	4	/
O=C(c1cnsn1)N1CCN(c2ccccc2)CC1	-1	-9
Cc1ccc(C2C(C#N)=C(N)SC(N)=C2C#N)cc1	/	67*
COC(=O)c1[nH]c2cc(C)ccc2c1NC(=O)CN1CCc2cc(OC)c(OC)cc2C1	-7	-6
CCCCC1CCC(C(=O)Nc2c(C)n(C)n(-c3ccccc3)c2=O)CC1 (centres undefined)	/	-2
CC(C)Oc1ccc(C(=O)N(CN2CCCC2=O)c2ccc(F)cc2)cc1	5	-26
O=C(/C=N/O)Nc1ccccc1C(=O)O	7	4
Oc1ccccc1-c1nc2cnccn2c1Nc1ccc2c(c1)OCCO2	-6	/
CC(=O)N1CCc2cc(S(=O)(=O)N3CCOCC3)ccc21	-8	-1
Cc1cc2n(n1)C(c1cccs1)Nc1ccccc1-2 (centres undefined)	5	/
CCOc1ccc(C(O)C(CN2CCOCC2)c2ccccc2)cc1 (centres undefined)	6	/
CCOC(=O)c1cccnc1SCC(=O)N(C)c1ccccc1	-69	-7
CCS(=O)(=O)Nc1ccc(C(=O)CC2(O)C(=O)Nc3ccc(Br)cc32)cc1 (centres undefined)	17	-9
COc1ccc(CCn2c(C)cc(C(=O)CSc3nnnn3C)c2C)cc1	9	2
Cc1ccc(-n2c(Cc3cccn3C)nnc2SCC(N)=O)cc1	-4	-12
Cc1nnc(SCc2cc(=O)n3[nH]cnc3n2)s1	5	0
COc1ccc(CC(=O)Nc2ccc(N3CCN(c4ccc(OC)cc4)CC3)c(C#N)c2)cc1	-9	20
O=C(NC(Cc1c[nH]c2ccccc12)c1nnc2n1CCCCC2)c1ccccc1Cl (centres undefined)	-6	/
CN(CC(=O)Nc1nccs1)S(=O)(=O)c1ccc(F)cc1	8	-4
Cc1ccc(OCc2nc(C#N)c(N3CCCC3)o2)cc1	-16	-88
COc1ccc(C(=O)NNc2ccccc2)cc1OC	9	/
Cc1cc(OCC(=O)Nc2c(C)n(C)n(-c3ccccc3)c2=O)c2c3c(c(=O)oc2c1)CCC3	/	2
Cc1ccc(NC(=O)c2cc(N3C(=O)C4CC=CCC4C3=O)ccc2N2CCCCC2)cc1 (centres undefined)	20	/
COc1ccc(N=C2S/C(=C\c3cc(C)n(C)c3C)C(=O)N2C)cc1	11	/
Cc1cc(C)cc(NS(=O)(=O)c2ccc3[nH]cc(C(=O)NCc4ccco4)c(=O)c3c2)c1	-11	7
C=CCSc1nnc2nc3c(nn12)c1cc(C)ccc1n3CC=C	1	-13
COc1ccc(-c2cn3c(C)c(C(=O)N4CCN(c5ccccc5F)CC4)sc3n2)cc1	/	10
COc1cccc(NC(=O)Cn2c(-c3cncs3)nc3ccccc32)c1	-21	4
O=C(NNC(=O)c1ccco1)c1cccc([N+](=O)[O-])c1	-8	/
Cc1ccc(Nc2nc(CSc3nnnn3C)cs2)cc1	-21	-15
O=C(NCc1cccs1)c1cc2c(s1)-c1ccccc1OC2	7	-3
COc1ccc(NC(=O)CCc2nc(-c3ccccc3F)no2)cc1	7	-4
CCN(CC)C(=O)CSc1ncnc2c1nnn2-c1ccc(F)cc1	-14	-17
Cc1csc(SCCn2c(N3CCCC3)nc3c2c(=O)[nH]c(=O)n3C)n1	12	-6
Cc1cc(S(=O)(=O)NCC(C)C)ccc1OCC(=O)N1CCOCC1	-15	1
Cc1nc2nc(-c3ccccc3)nn2c(C)c1Cl	-12	-25
CCOC(=O)CSC1=Nc2ccccc2C2=NC(CC(=O)NCc3ccccc3)C(=O)N12 (centres undefined)	-2	2
CCc1cc2c(=O)c(-c3ccc4c(c3)OCCO4)coc2cc1OC(=O)c1ccco1	-9	12
O=C(NCc1ccccc1)c1ccc(OC2CSC2)cc1	-12	3
COc1ccc(-c2nc(CS(=O)CC(=O)N3CCCC3)c(C)o2)cc1 (centres undefined)	-8	1
CN1CCN(S(=O)(=O)c2ccc(NC(=O)C(C)(C)C)cc2)CC1	-9	/
COc1cccc(NC(=O)Cn2nnc(-c3ccccc3N)n2)c1	8	-8
COC(=O)c1sccc1NC(=O)CSc1nnnn1-c1ccccc1C	9	/
CCCS(=O)(=O)c1nc(S(=O)(=O)c2ccc(C)cc2)c(NCCCN2CCOCC2)s1	-12	2

Profiles as entered above.
Cc1nc2nc(-c3ccccc3)nn2c(C)c1Cl across the screens: RmlCD inh mix = -12; RT RNaseH block = -25
CCc1cc2c(=O)c(-c3ccc4c(c3)OCCO4)coc2cc1OC(=O)c1ccco1 across the screens: RmlCD inh mix = -9; RT RNaseH block = 12

New compounds follow.
SMILES	RmlCD inh mix	RT RNaseH block
O=C(Nc1ccc(NC(=O)C2CC2)cn1)c1ccccc1Cl	-5	-3
Cc1sc(N/N=C/c2cccnc2)nc1-c1ccc(Cl)cc1	10	/
COc1ccc(-c2nnc(SCC(=O)Nc3cccc(Cl)c3)o2)cc1	9	1
N#CC1C(=O)NC(N2CCN(c3ccccc3)CC2)=NC12CCCCC2 (centres undefined)	-13	2
CCOc1ccccc1-n1c(SCC(=O)NC(C)CC)nnc1-c1ccoc1C (centres undefined)	-14	-2
CC1=C(C(=O)O)N2C(=O)C(NC(=O)c3ccn(C)n3)C2SC1 (centres undefined)	4	/
Clc1ccc(CSc2nnc(-c3ccncc3)o2)cc1	4	-37
COc1ccccc1OCCn1c(C(C)O)nc2ccccc21 (centres undefined)	-16	65*
Cc1ccc(NC(=S)NCc2ccc3[nH]c4c(c3c2)CCCC4)cc1	8	/
COc1ccc(N(CC(=O)NC2CCCC2)C(=O)c2csnn2)cc1	-4	/
COC(=O)c1ccc(OC(=O)c2ccco2)cc1	24	-8
COc1cc(C2NC(=O)NC(C)=C2C(=O)OC(C)(C)C)ccc1OCC(=O)O (centres undefined)	-7	-1
CCn1nnc(NC(=O)c2cc3ccccc3o2)n1	4	1
CC1CCCN(c2ncnc3c2cnn3-c2ccccc2)C1 (centres undefined)	16	-8
O=S1(=O)C=C(SCc2ccccc2)Nc2ccccc21	-28	/
CCCCSc1nnc([C@@H]2CCCN2C(=O)OC(C)(C)C)o1	12	1
O=C(O)CCC(=O)Nc1ccc(OCC(=O)O)cc1	5	/
O=C(CCc1nc2ccccc2[nH]1)Nc1ccccc1	14	10
COC(=O)c1cc(=O)n(C2CC2)c(=NC2CC2)s1	-9	-12
CCCCNC(=O)c1ccc(CS(=O)(=O)c2ccc(OC)cc2)o1	-11	-8
CC1CCCCN1c1nc2nonc2nc1N1CCCCC1C (centres undefined)	9	/
Cc1cc(C)n(CC(=O)n2c3ccccc3c3ccccc32)n1	/	23
CS(=O)(=O)Nc1cccc(C2=NN(S(=O)(=O)c3ccccc3)C(c3cccs3)C2)c1 (centres undefined)	7	/
CCOc1ccc(-c2nnc3sc(-c4ccccc4OC)nn23)cc1	/	-6
COc1ccc(-c2cc3ccccc3oc2=O)cc1NC(=O)c1cccnc1	?	/
COc1ccc2cc(CCNC(=O)c3ccc(Br)o3)c(=O)[nH]c2c1	15	-20
Cc1cc(NC(=O)c2cccc(S(=O)(=O)N3CCOCC3)c2)c2ccccc2n1	-9	-2
O=C(Cn1c(-c2ccccc2)noc1=O)Nc1ccc(N2CCCCCC2)cc1	5	5
Cc1ccc(C(=O)CC2(O)C(=O)Nc3ccccc32)s1 (centres undefined)	-10	/
O=C1c2ccccc2NC2CCCCC12 (centres undefined)	-9	-3
N/C(=N\OC(=O)Nc1ccccc1)c1ncc(C(F)(F)F)cc1Cl	0	/
CN(C)c1[nH]c(=O)c(C#N)c2c1CCN2Cc1ccccc1	5	-17
CN(c1cccc(NC(=O)Cc2ccccc2)c1)S(C)(=O)=O	9	-3
CCC1CCCCN1c1ccc([N+](=O)[O-])cc1/C=N/NC(=O)Cn1c2ccccc2c(=O)c2ccccc21 (centres undefined)	12	/
Cc1nnc(SCC(=O)N2CCN(S(=O)(=O)c3ccc(Cl)cc3)CC2)[nH]c1=O	-29	0
CC1Cc2ccccc2N1C(=O)c1ccc2c(c1)nnn2C (centres undefined)	11	-10
O=C(c1cccc2ccccc12)n1nnc2ccccc21	8	/
COc1ccc(Oc2cc(NC(=O)c3nn(C)cc3[N+](=O)[O-])cc([N+](=O)[O-])c2)cc1	7	/
Cc1cc(C)nc(SCc2nnc(SCC(=O)Nc3cc(C(F)(F)F)ccc3Cl)o2)n1	2	-11
CCOc1ccccc1NC(=O)c1ccccc1-c1nc(-c2ccccc2)no1	0	-12
Cc1cc(C(=O)NCc2ccccc2F)cs1	3	2
COc1ccc(CNC(=O)CSc2ncn[nH]2)cc1	7	-24
CCCCn1nc2cc(C(=O)NCc3ccc(OC(F)(F)F)cc3)ccc2c1OC	-28	/
CCOC(=O)C1Cc2c([nH]c3ccccc23)C(C)N1 (centres undefined)	-12	-10
